# CXCR6 block: CXCR6 (human) receptor inhibition | hit rate 0.36% among 360,000 | CHO-K1 PathHunter CXCR6 beta-arrestin, luminescence | O00574 | AID 602244 | inhibition, % at 20 µM; in the data active = inhibition above about 34%, passing the limit was not always enough;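 also: antagonist mode with CXCL16 agonist at 10 nM final; 0% = 10 nM CXCL16 with DMSO and 100% = unstimulated wells without agonist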
# CCR6 antag: blocks CCL20-driven beta-arrestin recruitment at human CCR6; P51684; CHO-K1 CCR6 PathHunter beta-arrestin, luminescence, CCL20-stimulated; inhibition, % at 20 µM; hit rate 0.49% among 340,000; AID 493098;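 active = compounds whose inhibition of the agonist-driven luminescence signal at 20 µM reaches about 50%, limit read from the data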;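 also: cells stimulated with CCL20 at 14 nM final; plate controls were DMSO with CCL20 for no effect and DMSO without agonist for full effect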
# Target sequence (P51684 whole entry, looked up): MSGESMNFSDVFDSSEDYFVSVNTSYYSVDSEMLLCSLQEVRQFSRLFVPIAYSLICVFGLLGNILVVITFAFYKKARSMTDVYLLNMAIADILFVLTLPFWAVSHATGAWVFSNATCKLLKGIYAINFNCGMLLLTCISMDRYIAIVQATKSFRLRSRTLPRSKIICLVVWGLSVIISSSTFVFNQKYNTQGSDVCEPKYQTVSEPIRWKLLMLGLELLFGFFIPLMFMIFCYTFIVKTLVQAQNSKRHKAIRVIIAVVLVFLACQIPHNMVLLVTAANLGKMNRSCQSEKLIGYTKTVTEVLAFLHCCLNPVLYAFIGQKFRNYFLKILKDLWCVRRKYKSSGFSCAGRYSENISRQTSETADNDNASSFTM
# APOBEC3A inh: inhibitors of human APOBEC3A DNA deaminase; recombinant A3A, FAM/TAMRA ssDNA deamination fluorescence; inhibition, % at 20 µM; AID 493011; hit rate 0.41% among 330,000; P31941;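 active = at least 40% inhibition at 20 µM here, with at most 30% in a related deaminase screen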;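 also: plate controls were A3A with DMSO for no effect and wells lacking A3A enzyme for full effect; some results filed as inactive read as strong as hits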
# Target sequence (P31941 whole entry, looked up): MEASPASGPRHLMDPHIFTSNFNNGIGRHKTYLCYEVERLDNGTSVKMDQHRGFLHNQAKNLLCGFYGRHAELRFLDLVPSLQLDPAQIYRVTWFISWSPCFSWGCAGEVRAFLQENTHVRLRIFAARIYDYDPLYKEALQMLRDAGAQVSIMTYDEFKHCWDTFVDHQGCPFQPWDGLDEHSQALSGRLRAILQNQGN
# Gli-Sufu antag: antagonists of Gli-Sufu signaling | inhibition, % at 5 µM | hit rate 0.74% among 340,000 | Sufu-KO-LIGHT fibroblasts, Gli luciferase reporter luminescence | AID 588413;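 active = inhibition above about 55%, limit read from the data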;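 also: 0% = DMSO-treated cells and 100% = wells with medium but no cells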
# MPTP block: permeability transition pore inhibition | isolated mouse mitochondria, Ca2+ swelling absorbance, 30 min | inhibition, % at 10 µM | hit rate 1.4% among 360,000 | AID 602449;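 active = inhibition of 50% or more, scaled per plate between neutral and stimulator controls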;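 also: 0% = DMSO wells given calcium and 100% = 1 mM EGTA wells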
# EBI2 block: EBI2 (human) antagonism; P32249; EBI2 beta-arrestin recruitment, luminescence, 7a,25-OHC stimulated; inhibition, % at 5 µM; hit rate 0.81% among 360,000; AID 651636; in the data active = inhibition above about 38%;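 also: enzyme fragment complementation signal reports receptor beta-arrestin coupling in cells; 0% = agonist plus DMSO wells and 100% = wells without agonist; some results beyond the cut were filed as inactive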
# Target sequence (P32249 whole entry, looked up, the tested form may be a part): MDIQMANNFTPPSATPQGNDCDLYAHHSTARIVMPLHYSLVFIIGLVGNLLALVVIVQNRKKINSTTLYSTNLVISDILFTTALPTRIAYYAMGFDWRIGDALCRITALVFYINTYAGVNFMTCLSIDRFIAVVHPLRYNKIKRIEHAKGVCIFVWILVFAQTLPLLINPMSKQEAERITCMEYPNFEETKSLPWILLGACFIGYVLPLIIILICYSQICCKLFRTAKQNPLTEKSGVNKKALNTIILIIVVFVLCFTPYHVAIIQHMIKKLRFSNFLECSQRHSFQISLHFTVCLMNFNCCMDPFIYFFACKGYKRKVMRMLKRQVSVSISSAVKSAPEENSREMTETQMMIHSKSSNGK
# A3G deaminase: inhibitors of human APOBEC3G DNA deaminase; Q9HC16; recombinant A3G, ssDNA deamination FAM/TAMRA fluorescence; inhibition, % at 20 µM; hit rate 0.28% among 330,000; AID 493012;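 active = inhibition of at least 40% at 20 µM, with no more than 30% in the related APOBEC3A deaminase screen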;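 also: plate controls were DMSO wells with A3G for no effect and wells lacking A3G enzyme for full effect; some compounds called inactive have numbers as strong as hits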
# NR3A LBD binder: modulators (binders) of human NR3A ligand-binding domain; NR3A LBD differential scanning fluorimetry, Tm shift; 0% = protein alone, 100% = glycine-bound protein; Tm shift relative to glycine control, % at 25 µM; hit rate 2.5% among 340,000;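 active = melting temperature shift of at least 10% of the positive control shift, at one fixed dose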
# The depositor's hits bear a star; · = not tested or not shown; & = joins results of further samples.
SMILES,CXCR6 block,CCR6 antag,APOBEC3A inh,Gli-Sufu antag,MPTP block,EBI2 block,A3G deaminase,NR3A LBD binder
Cc1ccc(S(=O)(=O)NC2=C(N3CCN(Cc4ccccc4)CC3)C(=O)c3ccccc3C2=O)cc1,5,54*,0,-3,4.1,2,-6,-8
CCOC(=O)/C(C#N)=C/Nc1ccsc1C(=O)OC,-13,-5,-4,4,2.0,0,-5,0
O=C(CCN1C(=O)C2C3C=CC(C3)C2C1=O)NCCN1CCCc2ccccc21 (stereo not given),3,9,-4,13,-1.9,-5,-3,0
CCOc1ccc(NC(=O)C2CCCN(S(=O)(=O)c3c(C)noc3C)C2)cc1 (stereo not given),-2,0,0,-9,-0.3,-20,0,-1
CCCCNC(=S)N(C)N=C1CCC(c2ccccc2)CC1 (stereo not given),-6,3,1,7,0.2,-1,-6,2
Cc1ccc(C)c(S(=O)(=O)N2CCN(C(=O)[C@H](C)N3C(=O)C4CC=CCC4C3=O)CC2)c1 (stereo not given in full),5,14,-1,7,-1.2,-7,-2,-6
COC(=O)C1=C(C)NC(C)=C(C(=O)OC)C1c1ccc(-c2cccc([N+](=O)[O-])c2)o1,6,16,-5,6,1.3,11,-12,5
Cc1ccc(CNC(=O)CCC(=O)Nc2nnc(C3CCCCC3)s2)cc1,-3,-1,-2,5,1.0,5,-4,1
O=[N+]([O-])c1ccccc1/C=N/n1c(-c2cccnc2)n[nH]c1=S,8,18,-4,3,-0.1,-10,69*,0
CC1C(C)N(C(=O)CCl)c2ccccc2N1C(=O)CCl (stereo not given),2,4,·,1,0.0,-3,·,-1
O=C(c1cc2ccccc2c(=O)o1)N1CCc2ccccc2C1,-11,-20,2,7,3.3,-8,2,1
COc1cccc(C(=O)NC(=S)NCc2ccco2)c1,12,14,-1,-9,0.8,-8,-4,0
CCOC(=O)CN1C(=O)C2(OCCCO2)c2ccccc21,-3,2,-1,-1,-0.5,-4,-7,10
CN(C)S(=O)(=O)c1ccc(NC(=O)CCCNC(=O)c2ccc(Cl)cc2)cc1,-8,-3,-1,-6,0.0,3,0,-2
Cc1[nH]c2ccccc2c1/C=C/c1cc[n+](C)cc1,7,5,·,20,-0.9,-2,·,-4
C/C(CC(=O)Nc1ccc(Cl)cc1Cl)=N\NC(=O)C(=O)N1CCCC1,-2,18,-2,-2,0.8,8,-5,-1
COc1ccccc1N1CCN(C(=O)/C=C/c2ccc(C)cc2)CC1,-6,19,1,19,-1.0,93*,-3,-2
CC1=C(C(=O)OC2CCCCC2)C(c2ccc(O)cc2)NC(=O)N1 (stereo not given),-1,-4,2,96*,-0.4,-3,-1,-1
CNC(=O)c1c(NC(=O)C2=COCCO2)sc2c1CCC(C)C2 (stereo not given),0,-11,-8,-11,-0.5,-14,2,1
Cc1ccc(NC(=O)Cn2c(-c3ccc(F)cc3)cnc2SCC(=O)Nc2c(C)cccc2C)cc1,5,10,-3,7,2.1,-6,-11,-2
CCOc1ccc(NC(=O)N2CCCC2C(=O)NCC2CCCO2)cc1 (stereo not given),-9,3,-3,3,-0.8,-16,-4,0
Cc1ccc2cc(CN(CC3CCCO3)C(=O)NC3CCCCC3)c(=O)[nH]c2c1C (stereo not given),-5,7,0,49,2.2,-2,-1,-2
N#Cc1cc(Nc2c(N)nc[nH]c2=O)c([N+](=O)[O-])cc1C#N,-21,-10,0,-3,-0.3,-21,-3,-1
O=c1/c(=C/c2ccccc2)sc2nnc(-c3cccs3)n12,-7,-22,-5,-22,1.7,-8,-9,6
Cc1cccc(COc2ccccc2C(=O)NC2CCC(O)CC2)c1 (stereo not given),-2,10,-2,0,-3.4,2,-5,0
O=C(CC1CCCCC1)NCCS(=O)(=O)N1CCN(c2ccccc2)CC1,-5,19,2,1,-0.2,0,3,-1
COC(=O)C(C)n1cnc2c(nnn2Cc2ccc(Cl)cc2)c1=O (stereo not given),0,2,2,-12,0.3,-2,-2,-1
C[C@H](CCC(=O)O)[C@H]1CC[C@H]2[C@@H]3CC[C@@H]4C[C@H](O)CC[C@]4(C)[C@H]3C[C@H](O)[C@]12C,2&10&-1,0&-2&3,5,25&15&4,-4.9&-4.8&0.1,6&-7&-5,8,-1&-1&0
CC(C)(C)NC(=O)c1ccccc1-c1nc2ccccc2s1,5,2,-7,8,1.9,15,-6,1
CC1Cc2cc(/C(O)=C3/C(=O)C(=O)N(CCN4CCOCC4)C3c3ccc([N+](=O)[O-])cc3)ccc2O1 (stereo not given),5,5,-4,2,0.5,-9,-6,4
COc1cccc2c1OCC([C@@H]1C[C@H]3CN(Cc4cccc(Cl)c4)C(=O)[C@]34CCCN14)=C2,-1,11,-3,27,-0.8,2,-7,1
O=C(Cn1c(=O)n(-c2cccc(Cl)c2)c(=O)n1CC(=O)N1CCCCC1)N1CCCCC1,0,7,0,34,-0.2,3,-2,-5
COCCNc1c(-c2cc3ccc(C)c(C)c3[nH]c2=O)nc2ccccn12,-7,11,-7,-68,0.0,6,-5,-1
CCOc1ccc(CN(CC)C(=O)c2ccc3c(c2)[nH]c(=O)c(=O)n3CC)cc1OC,-1,0,0,1,-1.0,-7,-4,0
Cc1cnc(CNC(=O)c2ccc3oc(Cc4ccc(Cl)cc4)nc3c2)cn1,6,9,-5,6,0.8,1,-9,0
CCO/C=C1\C(=O)N(c2ccc(OCC)cc2)C(=O)c2ccccc21,-5,2,1,3,-2.5,-6,-8,0
O=C(c1ccco1)N1CCN(C(=O)c2ccccc2NS(=O)(=O)c2ccc(F)cc2)CC1,7,-3,-2,-4,0.4,-1,-2,-1
COc1ccc(-c2sc3cc(OC)c(OC)cc3c2C#CCCO)cc1,6,4,-6,-2,-0.1,6,-10,-4
O=C(CCc1ccccc1)N1CCN(C(=O)CCc2ccccc2)CC1,0,9,·,4,0.0,55*,·,0
CCOC(=O)c1ccccc1NC(=O)c1ccc2nc[nH]c2c1,2,2,-6,4,0.6,8,-6,0
CCOC(=O)[C@@H]1[C@H]2COc3ccc(Br)cc3[C@@H]2N2C(=O)N(c3cccc(F)c3)C(=O)[C@]12C,15,13,-2,7,1.1,22,-5,1
O=C(NNC(=O)c1cc(OCC(F)(F)F)ccc1OCC(F)(F)F)c1ccc(Cl)c(Cl)c1,3,-3,-2,1,-4.4,10,-4,-19
COc1ccc(C(=O)COc2ccc3c(C)cc(=O)oc3c2)cc1,-25,7,0,27,0.3,21,-2,2
O=C1c2ccccc2C(=O)N1CCCc1nc(-c2ccccn2)no1,0,10,-1,-4,-2.4,-6,-5,1
Cc1cc(S(=O)(=O)N2CCCC(C(=O)Nc3ccc(C(=O)O)cc3)C2)ccc1Cl (stereo not given),1,7,-6,55*,-0.6,-8,-7,0
CC(C)CCN1CCN(Cc2cccc3nonc23)CC1CCO (stereo not given),-5,6,4,14,0.5,-2,1,-2
O=C(CS(=O)(=O)c1ccccc1)NCc1ccco1,-9,6,3,36,2.6,-3,-1,1
CC(C)CN(CCCNC(=O)CN1C(=O)COc2ccc(S(=O)(=O)N3CCOCC3)cc21)CC(C)C,4,16,-6,7,0.5,-1,-4,-1

# Arranged by value in NR3A LBD binder (rising): 3 from the list above
Compound | CXCR6 block | CCR6 antag | APOBEC3A inh | MPTP block | EBI2 block | A3G deaminase | NR3A LBD binder
CC(C)CN(CCCNC(=O)CN1C(=O)COc2ccc(S(=O)(=O)N3CCOCC3)cc21)CC(C)C | 4 | 16 | -6 | 0.5 | -1 | -4 | -1
Cc1cc(S(=O)(=O)N2CCCC(C(=O)Nc3ccc(C(=O)O)cc3)C2)ccc1Cl (stereo not given) | 1 | 7 | -6 | -0.6 | -8 | -7 | 0
O=C1c2ccccc2C(=O)N1CCCc1nc(-c2ccccn2)no1 | 0 | 10 | -1 | -2.4 | -6 | -5 | 1

# The listing continues.
SMILES,CXCR6 block,CCR6 antag,APOBEC3A inh,Gli-Sufu antag,MPTP block,EBI2 block,A3G deaminase,NR3A LBD binder
Cc1ccc(C(=O)C[n+]2cc(-c3ccc(C)cc3)n3c2CCCCC3)cc1,-5,-9,-7,88*,10,-10,-5,3
CC(=NCCCN(C)C)C1=C(O)c2ccccc2C1=O,0,-9,0,1,6.7,3,-2,-1
COc1ccc(OCC(O)CNS(=O)(=O)c2cccs2)cc1 (stereo not given),-2,12,-3,0,-0.4,19,-8,1
CCOc1ccccc1-c1ccc(C(=O)NCc2ccccc2)o1,2,14,3,-9,0.1,-9,9,-15
COC(=O)c1cc2ccsc2n1CC(=O)N1CCCc2ccccc21,7,12,-2,-2,0.8,11,-6,0
COc1ccc2c(CC(=O)OCC(=O)c3ccc(F)cc3)coc2c1,-8,6,-6,-6,-2.3,-3,-6,19*
Cc1ccc(S(=O)(=O)N2[C@@H](c3ccc(F)cc3)C(C(=O)O)=CC[C@H]2c2ccc(Cl)cc2)cc1,1,-14,-3,3,-1.7,-5,-14,-15
O=C(O)CSc1nnc(COc2ccc(Br)cc2)n1-c1ccccc1,0,4,0,-17,0.9,4,-4,-2
CS(=O)(=O)Nc1ccc(C2=NN(S(C)(=O)=O)C(c3ccccc3)C2)cc1 (stereo not given),-13,-4,-3,-12,-0.2,-7,-9,-3
COc1cc(OC)cc(N(C(=O)c2snc(C(N)=O)c2N)C(C(=O)NCC2CCCO2)c2ccc(C)o2)c1 (stereo not given),3,·,1,·,-0.9,1,-1,·
CC(C)CNC(=O)C1(N2C(=O)c3ccccc3C2=O)CCCC1,-3,6,·,6,-0.1,6,·,0
COc1ccc(N/N=C(/C#N)S(=O)(=O)C(C)(C)C)cc1,-2,19,-4,12,3.6,5,-7,1
Cc1ccc(CNC(=O)C2CCC(=O)N(CC3CCCCC3)C2)o1 (stereo not given),-7,-8,1,2,0.1,-14,-7,1
Cc1ccc(NC(=O)COC(=O)C2CC(=O)N(Cc3ccccc3)C2)cc1S(=O)(=O)N(C)C (stereo not given),-11,-4,0,-2,-0.1,-8,-5,-3
NC(=O)c1ccc(NC(=O)COC(=O)c2ccc(Br)c(S(=O)(=O)N3CCOCC3)c2)cc1,-3,7,·,-2,-0.6,-8,·,1
CN(Cc1ccccc1)C(=O)c1ccc(NC(=O)Cc2ccc(NC(=O)C3CCCN(C(=O)C4CC4)C3)cc2)cc1 (stereo not given),-6,3,·,-1,3.7,-13,·,0
Cc1cccc(N2C(=O)CN(Cc3ccccc3)C2=S)c1,-3,7,-2,27,-1.0,12,-5,1
CCN(C(=O)COC(=O)c1n[nH]c2ccccc12)c1ccccc1,7,5,-3,-18,0.0,4,-9,-3
CN1CCN(CCCNc2c(C=O)c(=O)[nH]c3ccccc23)CC1,-2,-8,-5,-21,-0.3,-10,-3,1
O=C(c1cccc2ccccc12)N1CCN(c2ccccc2F)CC1,-4,9,-2,4,0.0,33,-2,0
CC(=O)c1cc(C#N)c(N2CCOCC2)nc1C,3,6,0,5,0.6,-1,-4,0
CC[N+](CC)(CC=C(C)C)CC(=O)OC,0,8,-3,10,-1.0,0,-5,8
CCOc1cc(C2NN=C(c3ccccc3)S2)ccc1OCc1ccc(F)cc1 (stereo not given),-4,3,-7,-83,1.2,10,-4,-2
O=S(=O)(CCc1nc2ccccc2s1)c1ccc2ccccc2c1,1,4,0,-16,-6.4,-4,0,0
CCOc1cc(/C=N/NC(=O)c2cc(C)n(-c3ccc(F)cc3)c2C)ccc1O,-3,-5,-3,5,3.1,-7,-4,-1
COc1cc(-c2nc3ccc(N4CCN(C)CC4)cc3[nH]2)cc(OC)c1OC,-17,7,0,27,-0.3,9,-5,0
C=CCSc1ncc(CO)n1Cc1ccccc1,-7,-2,1,21,-0.5,-3,6,-1
CCn1c(=O)cc(SCC(=O)NCCC2=CCCCC2)c2ccccc21,2,17,-3,0,2.6,1,-7,-9
CC1Sc2ccc(S(=O)(=O)N3CCN(c4ccccc4)CC3)cc2NC1=O (stereo not given),-18,0,2,24,0.7,2,14,0
Cc1cc(C)c(C(=O)CSc2n[nH]c(-c3ccncc3)n2)c(C)c1,-6,-2,2,-6,-1.2,5,-2,-1
CCN1C(=O)[C@H]2[C@@H](c3ccc(-c4ccc5c(c4)OCO5)c(OC)c3)N[C@@](Cc3ccccc3)(C(=O)OC)[C@H]2C1=O,1,18,-5,16,1.4,10,-9,-3
Cn1c(SCC(=O)c2ccccc2)nnc1-c1cccnc1,9,8,2,-12,1.1,-15,-1,4
